Screens as filed in PubChem.
CHRM1 agonist = human M1 muscarinic receptor agonists, primary screen, Fluo-8 calcium fluorescence, CHO-K1 cells, HTS; Muscarinic acetylcholine receptor M1 (Homo sapiens), P11229; activation, % at 3 µM; CHO-K1 hM1, agonist mode; 0% DMSO, 100% acetylcholine EC100; 360,000 compounds, 0.33% hits;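 active = activation above the run's mean compound activation plus 3 SD, cut at about 16% in these data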;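 note: peak over basal fluorescence ratio within a 140 s kinetic read after compound addition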
M1 ag parental = counter-screen for M1 agonists: effect in parental CHO-K1 cells. Fluo-8 calcium fluorescence; scaled to maximal ATP response, vehicle zero. activation, % at 3 µM. 360,000 compounds, 0.48% hits; in the data active = activation above about 15%;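 note: untransfected CHO-K1 host cells lacking M1 receptor as counterscreen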
TAAR1 ag = human TAAR1 agonists, primary screen, Fluo-8 calcium fluorescence, CHO RD-HGA16 cells; Trace amine-associated receptor 1 (Homo sapiens), Q96RJ0; vehicle wells 0%, saturating PEA agonist 100%; activation, % at 3 µM; 360,000 compounds, 0.99% hits;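 active = activation above the mean activation of all test compounds in the run plus 3 SD, cut at about 38% in these data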
Target sequence (Q96RJ0 whole entry, looked up): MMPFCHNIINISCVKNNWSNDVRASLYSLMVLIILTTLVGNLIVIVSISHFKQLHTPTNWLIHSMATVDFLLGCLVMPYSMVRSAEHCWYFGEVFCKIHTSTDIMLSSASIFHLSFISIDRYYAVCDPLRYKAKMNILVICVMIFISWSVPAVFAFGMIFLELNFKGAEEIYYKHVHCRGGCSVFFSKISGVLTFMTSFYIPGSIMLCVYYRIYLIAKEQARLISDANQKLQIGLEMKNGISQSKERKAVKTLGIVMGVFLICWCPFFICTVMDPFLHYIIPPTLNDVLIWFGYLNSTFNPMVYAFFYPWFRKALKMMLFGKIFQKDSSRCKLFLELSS
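Assay system – CHO-derived RD-HGA16 cells with stable Gα16 and human TAAR1 · Compound dosing – one-point dosing at 3 µM (nominal) · Incubation – 17-24 h seeding, 75 min 37 °C dye, 30 min RT · Measured by – kinetic Fluo-8 calcium fluorescence · Control set – DMSO vehicle as 0%, PEA at EC100 as 100% · Repeats – single well for each compound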
CHO-K1 Ca antag = nonselective inhibitor or artifact in parental CHO-K1 cells; AID 602250; 360,000 compounds, 0.6% hits; ATP-induced calcium, Fluo-8 fluorescence; inhibition, % at 3 µM;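 active = inhibition above a per-plate cutoff, the plate's mean sample inhibition plus 3 SD, cut at about 24% in these data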;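 note: 0% = DMSO plus EC80 ATP and 100% = DMSO alone without ATP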
M1 PAM parental = nonselective calcium activators in parental CHO-K1 cells, primary screen, counter-screen for M1 PAM project, cell-based, Fluo-8 calcium fluorescence, full deck, 1536-well. activation, % at 3 µM. ATP EC20; 0% at ATP EC20, 100% at ATP max. 360,000 compounds, 0.02% hits;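 active = activation above the run cutoff, the mean activation of all test compounds plus 3 SD, cut at about 40% in these data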;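 note: peak over basal fluorescence ratio in a 140 s read after ATP addition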
TAAR1 antagonist = human TAAR1 antagonists, primary screen, Fluo-8 calcium fluorescence, CHO RD-HGA16 cells. Trace amine-associated receptor 1 (Homo sapiens), Q96RJ0. antagonist. inhibition, % at 3 µM. 360,000 compounds, 1.5% hits. AID 624466, 2012;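 active = inhibition above a per-plate cutoff, the mean inhibition of test compounds on that plate plus 3 SD, cut at about 49% in these data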;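 note: 0% = DMSO plus EC80 beta-PEA response and 100% = DMSO alone without agonist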
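Test system: RD-HGA16 CHO cells with stable hTAAR1 and Gα16 / Probe or stimulus: EC80 β-phenethylamine stimulus / Times: seeding 17-24 h prior, 75-min 37 °C, 30-min RT dye loading / Detection: Fluo-8 calcium-sensitive fluorescence / Read-out basis: % inhibition scaled between DMSO and EC80 PEA controls / Repeats: singlicate, one well per test compound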
OXTR potentiate = human OXTR potentiators, primary screen, fluorescence, CHO-OTR cells, Fluo-8 calcium; activation, % at 3 µM; AID 2445, 2010; Fluo-8 calcium fluorescence, potentiator mode; 0% = oxytocin EC15, 100% = EC100; Oxytocin receptor (Homo sapiens), P30559; 320,000 compounds, 0.061% hits;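 active = activation above that plate's cutoff, the mean activation of tested compounds plus 3 SD, cut at about 6.6% in these data, passing the limit was not always enough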;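 note: 100% uses oxytocin at 75 nM as the full agonist control; some results filed as inactive read as strong as hits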
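Material: human OTR in CHO cells. Compound: 3.0 µM, one dose. Timing: compound 6 min at room temperature before oxytocin, 100 s read. Evaluation: % activation of max/min ratio relative to oxytocin controls. Replication: single well per compound, singlicate. Signal: Fluo-8 calcium dye fluorescence.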
CHO parental Ca = ATP-evoked calcium signal inhibitors, parental CHO, primary screen, counter-screen for OX1R antagonist project, cell-based, fluorescence, Fluo-8 calcium dye | parental CHO-K1, ATP-induced calcium, Fluo-8 fluorescence | inhibition, % at 5.6 µM | 330,000 compounds, 0.63% hits | AID 463079, 2010;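 active = inhibition above that plate's mean sample inhibition plus 3 SD, cut at about 26% in these data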;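 note: 0% = ATP-challenged DMSO wells and 100% = DMSO wells without ATP; some compounds past the cut are filed as inactive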
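Material: Parental CHO cells | Reagent: ATP | Compound dosing: Single nominal dose of 5.6 µM per compound | Detection: Intracellular calcium via Fluo-8 no-wash fluorescent dye | Read-out: % inhibition of ATP-induced calcium mobilization | Benchmarks: Low control ATP plus DMSO, high control DMSO only | Replicates: Singlicate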
V1aR counter = agonists of human V1a receptor, primary screen, counter-screen for OXTR agonist project, fluorescence, CHO-V1R cells. Fluo-8 calcium fluorescence, agonist mode; 0% DMSO, 100% 3 nM vasopressin. activation, % at 3 µM. 320,000 compounds, 0.25% hits. AID 2797, 2010;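 active = activation above the mean activation of all tested compounds plus 3 SD, per screening run, cut at about 20% in these data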;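 note: signal is peak over basal fluorescence ratio across a 100 second FLIPR read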
Target sequence (P37288 whole entry, looked up): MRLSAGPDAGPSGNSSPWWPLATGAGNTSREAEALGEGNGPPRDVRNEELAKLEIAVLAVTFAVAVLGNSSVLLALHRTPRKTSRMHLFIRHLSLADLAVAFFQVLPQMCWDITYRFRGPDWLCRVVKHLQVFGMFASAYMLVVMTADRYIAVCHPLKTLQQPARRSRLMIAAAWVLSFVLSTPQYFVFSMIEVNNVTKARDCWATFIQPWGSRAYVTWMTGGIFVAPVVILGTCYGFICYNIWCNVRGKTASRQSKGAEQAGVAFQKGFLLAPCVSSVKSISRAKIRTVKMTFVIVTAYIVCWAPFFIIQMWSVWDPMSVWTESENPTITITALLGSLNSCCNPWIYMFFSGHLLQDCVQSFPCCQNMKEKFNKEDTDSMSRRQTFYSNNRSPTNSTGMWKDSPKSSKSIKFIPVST
Active calls of the source: *; / = no result given.

SMILES	CHRM1 agonist	M1 ag parental	TAAR1 ag	CHO-K1 Ca antag	M1 PAM parental	TAAR1 antagonist	OXTR potentiate	CHO parental Ca	V1aR counter
CN(C)c1cccc(C(=O)NCCCSc2ccccc2)c1	1	0.1	1	2	-20	-8	-11	-5	0.1
CNc1ccccc1C(C)(C)c1ccn[nH]1	-6	-0.4	4	-6	11	7	2	-3	0.7
Cc1cccc(-n2nnnc2SCC(=O)NCC2CCCO2)c1 (configuration not stated)	0	0.3	4	-6	4	-22	-1	-10	1.3
N#Cc1nccnc1S(=O)(=O)c1cccs1	/	/	1	/	/	29	-5	44*	0.1
Cn1c(SCC(=O)NCC2CCCO2)nnc1-c1ccco1 (configuration not stated)	1	0.0	9	-12	14	-1	2	-4	0.9
O=C(COC(=O)CN1C(=O)NC2(CCCC2)C1=O)NCc1ccc(Cl)cc1Cl	2	0.4	-1	-6	4	14	4	-23	-0.1
C#CC1CN(Cc2ccccc2)CC(C#C)N1C (configuration not stated)	-4	0.0	9	2	5	-3	-3	4	-0.5
CCCCc1nc(SCC(=O)N2CCOCC2)c2c(=O)n(C)c(=O)n(C)c2n1	-5	0.8	3	7	-13	-1	-3	-17	0.4
O=c1c2ccccc2sn1-c1ccccc1F	-3	1.4	24	-13	4	13	/	/	/
CC(OC(=O)C1CCN(S(=O)(=O)c2ccc3c(c2)OCCO3)CC1)C(=O)NC1(C#N)CCCCC1 (configuration not stated)	-6	3.0	1	-14	28	-14	/	/	/
O=C(OC1CCOC1=O)c1cc(-c2cccc(Br)c2)nc2ccccc12 (configuration not stated)	-5	0.2	-1	-3	-6	2	-4	-14	-0.5
CC(C)c1nc2scc(-c3ccc(Cl)cc3)c2c(=O)n1N	2	5.9	3	5	-1	66*	-6	-18	1.2
COc1ccc(Cl)cc1NC(=O)CCN1C(=O)C2C3C=CC(C4CC34)C2C1=O (configuration not stated)	-2	2.1	1	-4	7	-9	-5	-29	-0.3
CC(C)(C)NC(=O)C1CCN(C(=O)c2ccc(Br)cc2)CC1	-4	0.2	4	-8	4	26	-6	-22	0.2
CCCCOC(=O)Cn1cnc2ccc(Br)cc2c1=O	-2	0.2	5	-3	14	-20	-14	-10	-0.7
N=C1S/C(=C\c2ccc(O)cc2)C(=O)N1c1ccc(F)cc1	-6	0.6	/	-8	25	/	-14	-3	2.6
Cn1nc(C(C)(C)C)cc1NC(=O)C1(C)CCN1C(=O)CC(c1ccccc1)c1ccccc1 (configuration not stated)	-9	-0.4	0	6	2	-34	/	/	/
CCOC(=O)c1ccc(N(CC(=O)NCC2CCCO2)C(=O)CCC(=O)Nc2cc(C)on2)cc1 (configuration not stated)	-2	3.3	1	-4	2	-8	-1	-6	-0.2
CCCCS(=O)(=O)c1sc2nc3c(cc2c1N)CCCC3	-3	7.9	12	6	-11	11	-12	-5	7.3
COC(=O)C(=O)/C=C(\O)c1c(C)cc(C)cc1C	-2	0.5	0	5	2	-44	-3	-2	1.3
CC(=O)c1ccc(OC(C)C)c(CC(C(N)=O)C(N)=O)c1	-1	0.2	1	-2	6	-3	-18	4	0.3
CCOC(=O)C1(Cc2ccc(Cl)cc2)CCN(C(C)Cc2ccc(O)c(OC)c2)CC1 (configuration not stated)	-5	9.1	21	19	0	26	-19	38*	12
O=C(NCc1ccccc1F)C1CCCN(c2cnccn2)C1 (configuration not stated)	-2	0.4	7	-11	-3	-21	0	-6	0.2
Cc1nnc(SCC(=O)c2ccc(S(=O)(=O)N3CCOCC3)cc2)n1-c1ccccc1	-6	0.7	12	-6	20	-2	0	-18	-0.5
COc1ccc(C)cc1NC(C)C(=O)NC(=O)NC1CCCCC1 (configuration not stated)	-5	-0.5	7	-25	17	-14	-4	-20	-1.0
O=C(CSc1ccc(Br)cc1)NCC(c1ccco1)N1CCCCC1 (configuration not stated)	-7	0.0	-3	11	4	-22	-10	-11	0.3
CCOc1ccc(CC(=O)Nc2nccs2)cc1	-5	1.8	3	-14	3	-4	-13	-11	-0.3
Cc1ccc(CNC(=O)C2CCN(S(=O)(=O)c3cccnc3)CC2)cc1	-4	2.0	4	-11	4	-20	1	-5	0.7
NC1=NC2(CCN(Cc3ccccc3)CC2)n2c(nc3ccccc32)N1	-6	-0.6	10	29*	-8	-9	2	-11	-0.1
CC(C)(C)SCCNC(=O)/C=C/c1ccc(F)cc1	-7	1.0	-1	-10	24	0	-7	-4	0.0

Record cards (already shown). Order of screens: CHRM1 agonist | M1 ag parental | TAAR1 ag | CHO-K1 Ca antag | M1 PAM parental | TAAR1 antagonist | OXTR potentiate | CHO parental Ca | V1aR counter
`COc1ccc(C)cc1NC(C)C(=O)NC(=O)NC1CCCCC1` (configuration not stated) is listed with -5 | -0.5 | 7 | -25 | 17 | -14 | -4 | -20 | -1.0
`NC1=NC2(CCN(Cc3ccccc3)CC2)n2c(nc3ccccc32)N1` is listed with -6 | -0.6 | 10 | 29* | -8 | -9 | 2 | -11 | -0.1
`Cn1nc(C(C)(C)C)cc1NC(=O)C1(C)CCN1C(=O)CC(c1ccccc1)c1ccccc1` (configuration not stated) is listed with -9 | -0.4 | 0 | 6 | 2 | -34 | / | / | /

Additional records follow:
SMILES	CHRM1 agonist	M1 ag parental	TAAR1 ag	CHO-K1 Ca antag	M1 PAM parental	TAAR1 antagonist	OXTR potentiate	CHO parental Ca	V1aR counter
COC(=O)c1sccc1-n1cccc1C(=O)C(=O)N1CCCCC1	-1	-0.1	15	-1	3	1	-3	-2	0.3
CCc1ccc(C(C(=O)NCc2ccc(OC)cc2)N(CCOC)C(=O)Cc2cccs2)cc1 (configuration not stated)	1	9.0	19	-5	2	73*	-14	-14	1.3
O=C(Cn1c(=O)[nH]n(-c2ccccc2)c1=O)N1CCCc2ccccc21	-3	0.4	1	-10	10	-25	-11	-22	0.5
COc1ccccc1NS(=O)(=O)c1ccc(/C=C/C(=O)O)cc1	-3	-0.2	2	-4	7	13	-11	-4	0.1
CN(C1=NS(=O)(=O)c2ccccc21)c1ccc(OC(=O)c2ccccc2F)cc1	-2	1.1	2	1	11	-18	/	/	/
CC1CN(C(=O)c2cccc(COc3ccc(Br)cc3)c2)CC(C)O1 (configuration not stated)	-8	1.9	-1	-12	26	-38	-7	-11	0.1
Cc1cn([C@H]2C[C@H](O)[C@@H](/C=C/C(=O)NCCN3CCOCC3)O2)c(=O)[nH]c1=O	-1	0.1	1	1	4	0	/	/	/
Cc1ccc(NC(=O)c2nc[nH]c2C(=O)N[C@H](C)c2ccccc2)cc1	-5	1.5	6	-8	14	13	-6	-12	0.2
COc1ccc(CCn2c(O)cc3nn(-c4nc5ccccc5s4)c(=O)c-3c2C)cc1	-3	0.2	7	2	10	-9	-5	-8	-0.2
CN(CC1CCCO1)S(=O)(=O)c1ccc(C(=O)Nc2nc(-c3ccccn3)cs2)cc1 (configuration not stated)	2	8.2	/	3	0	/	-7	-4	10
O=C(NCC1CCCO1)c1cc2ccccc2cc1O (configuration not stated)	-2	1.2	6	-3	-1	-4	-9	-9	1.0
COC(=O)C1=C(C)N(Cc2ccc3c(c2)OCO3)C(=O)C1	-5	0.2	6	-19	18	11	1	-6	0.8
CC(O)c1cc2c(cc1NC(=O)c1cnn3c1NC(c1ccco1)CC3C(F)(F)F)OCO2 (configuration not stated)	0	0.5	10	16	-8	3	-3	-9	2.9
COc1cc(OC)c(C(=O)OCC(=O)NC2CCCC2)cc1OC	-2	0.1	2	-3	2	-2	-10	-5	1.3
CC1(C)CC(=O)C=C(c2ccc(F)nc2)C1	-2	-0.2	12	-2	-6	4	-2	-7	0.8
COc1ccc(C(=O)COC(=O)c2n[nH]c3ccccc23)c(OC)c1	0	2.3	8	-6	-12	4	/	/	/
COc1c(O)cccc1[C@H](O)C1CCN(CCc2ccc(F)cc2)CC1	-9	1.9	8	-8	11	0	6	-3	3.1
CC(=O)Nc1ccc(S(=O)(=O)N2CCN(C(C)CCc3ccccc3)CC2)cc1 (configuration not stated)	-1	1.6	6	-9	15	-14	-10	-12	2.4
COC(=O)C1=C(C)Nc2nc(-c3ccccc3)nn2C1c1ccc(C)o1 (configuration not stated)	-9	-0.2	-2	-8	23	7	4	-12	-1.4
COc1ccc(C(=O)Nc2nccs2)cc1OC	-2	0.1	6	-6	17	4	1	-4	-0.7
O=C(c1ccc(Cl)c(S(=O)(=O)N2CCOCC2)c1)N1CCCC1	1	0.2	5	-7	2	-22	-12	10	0.4
CCCn1c(SCC(=O)Nc2sc(C)c(C)c2C(=O)OCC)nc2c1c(=O)n(C)c(=O)n2C	-1	0.1	1	8	9	-8	-2	4	0.4
Cc1cccc(C(=O)OCC(=O)Nc2c(C)n(C)n(-c3ccccc3)c2=O)c1O	-4	1.0	13	-16	15	-15	1	-3	0.5
CN1CCCc2cc(C#N)c(=O)[nH]c21	-4	-0.1	2	3	-5	22	-3	4	-0.5
CCC(=O)Nc1ccc(C(=O)Nc2ccc(OC)cc2[N+](=O)[O-])cc1	-7	-0.1	3	18	-12	16	-1	-11	1.0
CCc1nc2ccc(C(=O)NCCc3ccccn3)cn2c1N(C)Cc1cccs1	-3	4.3	11	4	18	15	/	/	/
COc1ccc(CC(=O)N/N=C(\C)CC(=O)Nc2cccc(F)c2)cc1	-5	5.5	2	-7	14	-1	-27	-19	0.5
Cc1ccc([C@@H]2[C@@H]3C(=O)N(C)C(=O)[C@@H]3[C@]3(C)C(=O)N(Cc4ccccc4)CC(=O)N23)o1	4	0.2	3	-14	10	10	-7	-6	0.3
COc1ccc(Nc2ncnc3sccc23)cc1	-3	-0.3	-1	14	-15	-5	-5	-6	1.0
COc1cccc(/C=N/NC(=O)CCCC(=O)Nc2ccc(Br)cc2)c1	-5	2.5	23	-17	19	11	-13	-30	3.0
CCN(CC)C(=O)c1sc(NC(=S)N2CCN(C(=O)C3CCCO3)CC2)c(C(=O)OC)c1C (configuration not stated)	1	0.0	1	-2	16	-27	2	-19	-0.9
O=C(NCC(c1cccnc1)N1CCOCC1)c1ccco1 (configuration not stated)	-2	0.3	2	-6	17	5	1	-7	0.5
